RXFP1 antagonist = qHTS Assay for Antagonists of the Relaxin Receptor RXFP1; Relaxin receptor 1 (Homo sapiens), Q9HBX9; HEK293-RXFP1, relaxin-stimulated cAMP HTRF, 30 min; stronger effect = lower value; activity change, negative = inhibition, % at 57.5 µM; actives 0.59% (n = 350,000); AID 1259400, 2018;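 active = activity change of -60% or lower, but not beyond a set lower limit; inconclusive = change between -60% and -40%, or beyond the set limit; inactive = change above -40%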
Target sequence (Q9HBX9 whole entry, looked up): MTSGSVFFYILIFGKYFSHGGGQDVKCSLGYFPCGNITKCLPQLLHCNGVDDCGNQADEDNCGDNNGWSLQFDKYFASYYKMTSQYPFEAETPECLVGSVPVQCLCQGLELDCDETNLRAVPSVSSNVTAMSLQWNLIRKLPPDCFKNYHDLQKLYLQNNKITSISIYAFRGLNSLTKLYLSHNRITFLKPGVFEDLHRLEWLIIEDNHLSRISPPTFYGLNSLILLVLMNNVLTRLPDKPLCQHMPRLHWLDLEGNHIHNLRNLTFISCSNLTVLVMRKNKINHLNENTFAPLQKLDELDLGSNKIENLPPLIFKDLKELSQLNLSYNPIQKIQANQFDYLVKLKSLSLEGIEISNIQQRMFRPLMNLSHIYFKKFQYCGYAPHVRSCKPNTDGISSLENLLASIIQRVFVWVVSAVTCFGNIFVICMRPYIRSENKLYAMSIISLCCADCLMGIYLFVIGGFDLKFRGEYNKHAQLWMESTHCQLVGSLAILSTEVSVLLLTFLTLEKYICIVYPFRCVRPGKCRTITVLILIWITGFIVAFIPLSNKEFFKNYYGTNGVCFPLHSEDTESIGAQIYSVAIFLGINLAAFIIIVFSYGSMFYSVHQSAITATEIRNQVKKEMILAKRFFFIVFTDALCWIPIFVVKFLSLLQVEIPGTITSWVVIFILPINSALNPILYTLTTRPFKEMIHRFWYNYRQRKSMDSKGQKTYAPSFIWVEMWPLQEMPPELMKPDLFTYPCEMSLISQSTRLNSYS
Starred values were filed as active, the others as inactive; ? = inconclusive. % is scaled to controls: 0 for no effect and ±100 for the full control effect.

SMILES	RXFP1 antagonist
O=S(=O)(NC1CCCCCC1)c1cccc(Cl)c1	-9.3
O=C1CCN(Cc2ccc(Cl)cc2Cl)C(=O)N1	5.1
NC(=O)C1(N2CCCCC2)CCN(CCCN2c3ccccc3CCc3ccc(Cl)cc32)CC1	?
O=C(/C(=N/O)c1ccccc1)c1ccccc1	-5.6
Cc1noc(C)c1COc1ccccc1C(=O)NC(C)c1ccc(F)cc1 (configuration not stated)	-15.4
O=C(Nc1cccc(Br)c1)C1CC(=O)N(C2CCCC2)C1 (configuration not stated)	-5.4
CC1Cc2ccccc2N1C(=O)COC(=O)c1ccc([N+](=O)[O-])o1 (configuration not stated)	-1.2
CCc1c(O)nc(SCC(=O)Nc2c(C)cccc2C)n(-c2ccc(F)cc2)c1=O	6.1
NC(=O)c1ccc(NC(=O)COC(=O)c2ccc3ccccc3n2)cc1	-17.0
Nc1cc(Cl)ccc1C(=O)OCC(=O)NCC1CCCO1 (configuration not stated)	0.2
O=C(OCc1cc(=O)c(OC(=O)c2ccccc2)co1)c1ccccc1	-19.4
Cc1ccc(/C(N)=N/OC(=O)COc2cccc3ccccc23)cc1	5.1
O=C(O)c1ccc(Cl)c(S(=O)(=O)Nc2ccc(S(=O)(=O)N3CCCC3)cc2)c1	6.2
COc1ccc(-c2cn3c(C)c(C(=O)N4CCN(c5ccccc5)CC4)sc3n2)cc1	9.9
COc1ccc(N2CCN(C(=O)CSc3ncnc4scc(-c5ccc(C)cc5)c34)CC2)cc1	1.5
CCc1ccc(CN(C)Cc2c(C(=O)N3CCOCC3)nc3c(C)cccn23)nc1	5.8
Cc1nn(CC(=O)NC2CCCCC2)c(C)c1[N+](=O)[O-]	6.4
CN(C)N=Nc1ccc(S(=O)(=O)N2CCSC2C(=O)O)cc1 (configuration not stated)	10.3
COCc1nnc(NS(=O)(=O)c2ccc(OC)cc2)s1	8.7
CCC(C)(C)n1nnnc1CN1CCC(O)(c2cccc(C(F)(F)F)c2)CC1	2.1
COC(=O)CCC(=O)N1CCC(Oc2cccc(C(=O)NCc3ccccn3)c2)CC1	-0.3
CN(C)c1ccc(CNc2nc3ccccc3n2C)cc1	0.6
Cc1ccc(C(=O)Nc2cccc(C(=O)NC3CCCCC3)c2)cc1	-1.8
CCOC(=O)C(C(=O)OCC)C(c1ccccc1)N1CCN(c2ccccc2)CC1 (configuration not stated)	5.5
CC(C)CN(C(=O)COC(=O)c1cc(=O)[nH]c2ccccc12)c1c(N)n(Cc2ccccc2)c(=O)[nH]c1=O	3.6
Cc1ccc(NC(=O)CSc2ncn[nH]2)c([N+](=O)[O-])c1	-4.5
CCN(C(=O)CSc1nnnn1-c1ccc(Cl)cc1)C1CCS(=O)(=O)C1 (configuration not stated)	-15.3
COc1cc(C=NC2CCCCC2)ccc1O	9.9
CC(C)C(C)(C)C(C)(C)C(C)(C)S	-17.0
Cc1c(C(=O)NN2CCOCC2)cccc1[N+](=O)[O-]	-1.4
O=C(O)c1ccccc1-c1ccccc1C(=O)Nc1ccc2c(c1)oc(=O)c1ccccc12	-7.2
O=C(NCC(=O)N1CCN(Cc2ccccc2)CC1)c1cc(Cl)cc([N+](=O)[O-])c1	-0.7
Nc1nnnn1-c1cccc([N+](=O)[O-])c1	4.1
O=C(NN=Cc1ccccc1OC(F)F)c1ccc(NS(=O)(=O)c2cccs2)cc1	-13.3
C[C@H]1Oc2ccccc2C(=O)C1C(=O)c1ccccc1 (some centres not stated)	-19.3
Cc1cccc2c1NC(=O)C2=O	-6.1

Part of the list above, in CSV form.
SMILES,RXFP1 antagonist
COCc1nnc(NS(=O)(=O)c2ccc(OC)cc2)s1,8.7
CCC(C)(C)n1nnnc1CN1CCC(O)(c2cccc(C(F)(F)F)c2)CC1,2.1
COC(=O)CCC(=O)N1CCC(Oc2cccc(C(=O)NCc3ccccn3)c2)CC1,-0.3
CN(C)c1ccc(CNc2nc3ccccc3n2C)cc1,0.6
Cc1ccc(C(=O)Nc2cccc(C(=O)NC3CCCCC3)c2)cc1,-1.8
CCOC(=O)C(C(=O)OCC)C(c1ccccc1)N1CCN(c2ccccc2)CC1 (configuration not stated),5.5
CC(C)CN(C(=O)COC(=O)c1cc(=O)[nH]c2ccccc12)c1c(N)n(Cc2ccccc2)c(=O)[nH]c1=O,3.6

Later entries
SMILES	RXFP1 antagonist
O=C(NC1CCCCC1)N1CCN(Cc2nc3ccccc3c(=O)[nH]2)CC1	-11.7
Cc1sc2ncnc(N3CCC(C(=O)Nc4ccc(OC(F)F)c(Cl)c4)CC3)c2c1C	-7.2
CCNC1CCC(Nc2ccnc3cc(Cl)ccc23)CC1 (configuration not stated)	-3.1
OCCCNc1ncnc2[nH]ncc12	11.8
COc1ccc(C2(C)NC(=O)N(CC(=O)NCC(=O)Nc3ccc(F)c(F)c3F)C2=O)cc1OC (configuration not stated)	-2.0
CNC(=O)c1ccccc1Sc1ccc2c(/C=C/c3ccccn3)n[nH]c2c1	28.2
CCCc1cc(=O)[nH]c(SCC(=O)Nc2ccc(C(=O)Nc3ccccc3OC)cc2)n1	-17.8
CCN1CCN(c2oc(-c3ccc(OC)cc3)nc2C#N)CC1	-0.2
Cc1c(-c2ccccc2)n(O)[n+]([O-])c1-c1ccccc1	7.7
N#Cc1cc2cc3c(cc2nc1Cl)OCCO3	-3.2
Cc1c(C#N)c2n(c1C)CCCC(=O)N2	6.1
CCN(CC(=O)Nc1ccc2c(c1)OCCO2)C(=O)C(C)Oc1ccc(F)cc1 (configuration not stated)	2.7

4 of the entries above in order of their number in RXFP1 antagonist, falling:
SMILES	RXFP1 antagonist
Cc1c(-c2ccccc2)n(O)[n+]([O-])c1-c1ccccc1	7.7
COc1ccc(C2(C)NC(=O)N(CC(=O)NCC(=O)Nc3ccc(F)c(F)c3F)C2=O)cc1OC (configuration not stated)	-2.0
O=C(NC1CCCCC1)N1CCN(Cc2nc3ccccc3c(=O)[nH]2)CC1	-11.7
CCCc1cc(=O)[nH]c(SCC(=O)Nc2ccc(C(=O)Nc3ccccc3OC)cc2)n1	-17.8

More entries follow:
SMILES	RXFP1 antagonist
CC1=NN(c2ccccc2C)C(=O)C1	-10.7
COc1ccc([N+](=O)[O-])cc1N(CC(O)CN1C(=O)NC(C)(C)C1=O)S(=O)(=O)c1ccc(C)cc1 (configuration not stated)	0.0
COc1ccc(NC(=O)N(C)C[C@@H]2OCc3cn(nn3)CCCC(=O)N([C@@H](C)CO)C[C@H]2C)cc1	2.5
CCOC(=O)Cn1ccc2cc(S(=O)(=O)N3CCCC3)ccc21	0.2
O=C(OCC(=O)c1ccc[nH]1)c1ccc(S(=O)(=O)C(F)F)cc1	6.1
CC1(C)CC(=O)C=C(c2ccc(COC(=O)Cc3ccccc3)cc2)C1=O	-2.5
Cc1cn([C@H]2C[C@H](O)[C@@H](CNC/C=C/c3ccccc3[N+](=O)[O-])O2)c(=O)[nH]c1=O	0.5
O=C(NC1CC1)c1cccc(NC(=O)C2CCN(S(=O)(=O)c3ccccc3C(F)(F)F)CC2)c1	1.2
CC1=C(C(=O)N(C)C)CC(CC(=O)NC2CCCC2)C(=O)N1Cc1ccccc1 (configuration not stated)	7.3
O=C(NCCCN1CCCC1=O)Nc1ccc(Cl)cc1	7.0
CC1=CC(C)(C)NC(=S)N1CCO	-3.6
CCOc1ccccc1C=NNC(=O)C(=O)NN=Cc1ccccc1OCC	3.6
CNC(=O)Cn1nc(C)c(S(=O)(=O)N2CCOCC2)c1C	6.1
COc1cc(C=NNc2ccccc2[N+](=O)[O-])cc(OC)c1OC	13.3
O[C@@H]1C[C@H](c2ccc(Cl)cc2)N(CC2CCCCC2)C[C@H]1n1cc(C2CC2)nn1	-2.2
C[C@@H]1CN([C@@H](C)CO)C(=O)CCCn2nncc2CO[C@H]1CN(C)C(=O)c1ccc2ccn(C)c2c1	5.4
O=C1CN(C(=O)COC(=O)CCC(=O)c2ccc(Cl)cc2)c2ccccc2N1	-3.1
Brc1cnc2ccccc2c1N1CCCCC1	2.7
C[C@@H]1CN([C@@H](C)CO)C(=O)CCCn2nncc2CO[C@H]1CN(C)S(=O)(=O)c1ccccc1	-11.9
O=C(CSc1ccccn1)NC1CCCc2c1cnn2-c1ccccc1F (configuration not stated)	6.3
O=C(NCCCN1CCCC1=O)c1cc(S(=O)(=O)N2CCN(c3ccccc3)CC2)ccc1Cl	-3.6
O=C(/C=C/c1ccccc1)CCN1CCCCC1	8.1
N#CC1(CCCN2CCCCC2)c2ccccc2CCc2ccccc21	-14.8
CCCCN1C(=O)C(CC(=O)NCc2ccco2)CC(C(=O)N2CCOCC2)=C1C (configuration not stated)	0.3

Reprinted from the part before: 4 entries, followed by the next part.
SMILES	RXFP1 antagonist
O=C(NCCCN1CCCC1=O)c1cc(S(=O)(=O)N2CCN(c3ccccc3)CC2)ccc1Cl	-3.6
O=C(/C=C/c1ccccc1)CCN1CCCCC1	8.1
N#CC1(CCCN2CCCCC2)c2ccccc2CCc2ccccc21	-14.8
CCCCN1C(=O)C(CC(=O)NCc2ccco2)CC(C(=O)N2CCOCC2)=C1C (configuration not stated)	0.3
O=C(CN(c1ccccc1Cl)S(=O)(=O)c1ccccc1)NC1CC2CCC1C2 (configuration not stated)	1.2
CCCCN1C(=O)C(CC(=O)NCc2cccs2)CC(C(=O)N(CC)CC)=C1C (configuration not stated)	7.1
CC1CCN(C(=O)COC(=O)Cn2cnc3ccccc32)CC1	-9.2
Cn1nc(C(=O)OCC(=O)NCc2ccc(Cl)cc2)c2ccccc2c1=O	17.7
O=C(COC(=O)CCc1ccc(S(=O)(=O)N2CCOCC2)cc1)Nc1ccccc1[N+](=O)[O-]	4.2
O=C(CSc1ccccn1)N1CCNC1=O	-2.4
C[C@H]1CN([C@@H](C)CO)C(=O)CCCn2nncc2CO[C@H]1CN(C)C(=O)C1CC1	5.0
O=S(=O)(Nc1cccc(S(=O)(=O)N2CCCCC2)c1)c1ccccc1F	4.9
CC1(C)CC(=O)C=C(Nc2ccc(O)cc2)C1	-1.3
Cc1noc(C)c1NC(=O)Nc1ccc2c(c1)C(=O)N([C@@H](C)CO)C[C@@H](C)[C@H](CN(C)C(=O)Nc1cccc3ccccc13)OCCCC[C@H](C)O2	4.1
CCS(=O)(=O)Nc1ccc(C2=NN(C(=O)c3ccco3)C(c3ccc(Cl)o3)C2)cc1 (configuration not stated)	-8.8
CC(NC(=O)CN1CCN(C(=O)c2cccs2)CC1)c1ccc(F)cc1F (configuration not stated)	4.7
O=C(CN1CCCCCC1)Nc1nc2ccccc2s1	6.4
COC(=O)C1CC(C(=O)OC)C2C(C(=O)OC)CC(C(=O)OC)C12 (configuration not stated)	-6.3
Nc1ccc(Nc2ccncc2)cc1	-2.0
O=C(NCC(c1ccc(F)cc1)N1CCOCC1)c1ccc(OCc2ccccc2)cc1 (configuration not stated)	?
CC1CC(C)CN(C(=O)COC(=O)COc2ccc(C#N)cc2)C1 (configuration not stated)	5.0
COCCCC1CCN(C(=O)C2CCC(=O)N(CCCc3ccccc3)C2)CC1 (configuration not stated)	-4.8
CCC(=NOCc1ccccc1)C(=O)NNS(=O)(=O)c1ccc(C)cc1	-5.9
Cc1c(NC(=O)c2cc(-c3ccc(F)cc3)nc3ccccc23)c(=O)n(-c2ccccc2)n1C	9.4
COc1cccc(/C=C2\SC(=S)N(CCCC(=O)N3CCOCC3)C2=O)c1	9.2
COc1ccc(CC(=O)Nc2ccc3c(c2)OC2(CCCC2)O3)c(OC)c1	-3.7
COCCCNc1c2c(nc3ccccc13)CCC2	-7.3
COc1ccccc1S(=O)(=O)N(C)C[C@H]1Oc2ncc(Br)cc2C(=O)N([C@H](C)CO)C[C@H]1C	-1.9
S=c1[nH]ncn1/N=C/c1ccco1	12.9
Cc1ccc(S(=O)(=O)N2CCN(C(=O)c3cc(S(=O)(=O)N4CCOCC4)c(Cl)cc3Cl)CC2)cc1	-13.0
COc1ccc(CCNC(=O)c2cccc(C(=O)NCCc3ccc(OC)cc3)n2)cc1	-15.4
N#Cc1ccc(C(=O)NC(=S)NC2CCCCC2)cc1	-2.0
CC(C)CC1C(=O)N(Cc2cn(Cc3ccco3)nn2)CCS(=O)(=O)N1Cc1ccc(-c2ccncc2)cc1 (configuration not stated)	11.3
O=C(C[C@H]1C[C@@H]2c3cc(NS(=O)(=O)c4ccccc4)ccc3O[C@@H]2[C@H](CO)O1)NC1CCCC1	1.9
COc1ccccc1NC(=O)N(C)C[C@@H]1OCc2cnnn2CCCC(=O)N([C@H](C)CO)C[C@H]1C	6.6
CC1C(=O)N(Cc2cn(Cc3ccco3)nn2)CCS(=O)(=O)N1Cc1ccc(-c2ccc(Cl)cc2)cc1 (configuration not stated)	-1.2
Cc1cccc(C=CC(=O)c2ccccc2)c1	-17.5
C[C@@H]1CN([C@H](C)CO)C(=O)c2cc(C#CC(C)(C)O)cnc2O[C@@H]1CN(C)C(=O)C1CC1	-3.0
Cc1cccc(NC(=O)CN2CCN(C(=O)CN3C(=O)NC4(CCCCC4C)C3=O)CC2)c1C (configuration not stated)	0.9
Cc1cccc(C)c1Nc1n[nH]c(=S)s1	-8.0
Cn1c(-c2ccccc2Br)n[nH]c1=S	-4.2
CCOC(=O)c1ccc[n+]([O-])c1	2.5
Nc1cc(=O)[nH]c(SCC(=O)Nc2cc(S(=O)(=O)N3CCCCCC3)ccc2Cl)n1	-1.7
CC(C)(C)OC(=O)C(C1NC(C(=O)O)C(C)(C)S1)N1C(=O)c2ccccc2C1=O (configuration not stated)	-8.4
O=C(COC(=O)c1cccc(F)c1)Nc1cccc(S(=O)(=O)N2CCOCC2)c1	-3.6
COc1ccc(S(=O)(=O)N2CCOC2CNC(=O)C(=O)NCc2ccc3c(c2)OCO3)cc1 (configuration not stated)	-7.4
O=C(NC1CC1)c1cccc2c1C(=O)c1ccc(N3CCC(N4CCCCC4)CC3)cc1S2(=O)=O	-0.4
O=C(c1ccc(Cl)c(S(=O)(=O)N2CCOCC2)c1)N1CCc2ccccc2C1	8.8
Cc1c(NS(=O)(=O)c2cc(C(=O)N3CCCC(C)C3)ccc2Cl)c(=O)n(-c2ccccc2)n1C (configuration not stated)	-7.5
COC(=O)C1CSC2c3ccccc3C(=O)N12 (configuration not stated)	0.8
CC1=C(C(=O)N2CCOCC2)CC(CC(=O)NCCN2CCOCC2)C(=O)N1Cc1ccc(C(C)(C)C)cc1 (configuration not stated)	-10.4

Some of the compounds tested; the hit share may differ from the screen's.
